Screening results as filed in PubChem.
LGR2 antag: blocks bursicon-induced cAMP signaling via Drosophila LGR2; HEK293 LGR2, CRE-luciferase, bursicon-stimulated, 4 h; inhibition, % at 9.99 µM; hit rate 0.35% among 380,000;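 active = drop in luminescence signal, shown as inhibition above about 50% in the replicate tests, limit read from the data, passing the limit was not always enough; inconclusive = probably only some replicates passing the limit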;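 also: agonist challenge used bursicon conditioned medium at about half maximal strength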
CASP6 VEID inh: inhibitors of human caspase-6; purified caspase-6, Z-VEID-R110 cleavage fluorescence; hit rate 0.53% among 350,000; inhibition, % at 12.5 µM; P55212;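 active = mean inhibition across replicates at least about 35%, with every replicate also reaching that limit, limit read from the data; inconclusive = only one of the two criteria met; inactive = neither criterion met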;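 also: 0% = median of neutral control wells and 100% = no fluorescence left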
Target sequence (P55212 24-179 limits assumed): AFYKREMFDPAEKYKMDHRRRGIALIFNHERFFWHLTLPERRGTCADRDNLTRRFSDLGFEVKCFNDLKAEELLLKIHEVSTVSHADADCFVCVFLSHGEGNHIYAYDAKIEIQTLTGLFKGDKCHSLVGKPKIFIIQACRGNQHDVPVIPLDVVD
Target sequence (P55212 194-293 limits assumed): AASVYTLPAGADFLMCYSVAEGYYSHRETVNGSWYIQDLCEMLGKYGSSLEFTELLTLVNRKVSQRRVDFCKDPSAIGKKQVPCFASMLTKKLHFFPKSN
EWS-Fli inh: blocks EWS/Fli oncoprotein-driven transcription; A673 NR0B1-luciferase reporter, viability-normalised; inhibition, % at 12.6 µM; hit rate 0.67% among 350,000;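 active = mean inhibition of at least 50% after viability correction, with every replicate also passing that limit; inconclusive = mean reaches 50% but only one of two replicates passes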;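 also: firefly luciferase signal divided by Alamar Blue viability fluorescence both relative to DMSO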
ARNT TACC3 PPI: disrupts binding between human ARNT and TACC3; Q9Y6A5; AlphaScreen His-ARNT PAS-B/GST-TACC3 binding, luminescence; TACC3 fragment carries E629A point mutation; inhibition, % at 9.99 µM; hit rate 0.66% among 390,000;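 active = mean inhibition of replicates at least 50% and at least half of replicates each reaching 50%; inconclusive = half or more replicates reach 50% but mean below 50%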;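 also: 0% = complete ARNT plus TACC3 wells and 100% = ARNT alone without TACC3; many hits fall short of the cut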
PAX8 reporter: inhibitors of PAX8 transcriptional activity in RMG-I cells. RMG-I TPO-luciferase reporter, SteadyGlo, 24 h. inhibition, % at 12.6 µM. hit rate 1.2% among 360,000. AID 652154;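 active = mean replicate inhibition at least 60% with every replicate also reaching 60%; inconclusive = only one of the two criteria is met; inactive = mean below 60% and not all replicates reaching 60%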;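 also: luciferase light reporting Pax8 driven TPO promoter activity; plate controls were median of neutral control wells for no effect and mitoxantrone controls for full effect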
DENV2 CPE: DENV2-induced cell death inhibition. DENV2-infected cells, cytopathic effect rescue, plate reader. CPE inhibition, % at 9.99 µM. hit rate 1.7% among 350,000. AID 651640; in the data active = CPE inhibition above about 20%, passing the limit was not always enough; inconclusive = no clear call, values can overlap the other calls; tested in BHK-21 cells;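 also: 0% = median of neutral control wells and 100% = median of positive control wells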
SIRT5 inh: blocks human SIRT5 desuccinylation of peptide. Q9NXA8. Purified SirT5, succinyl-peptide AMC, trypsin-coupled fluorescence. inhibition, % at 15 µM. hit rate 1.1% among 330,000. AID 652115; in the data active = inhibition above about 15%; inconclusive = no clear call, values can overlap the other calls
Target sequence (Q9NXA8 whole entry, looked up): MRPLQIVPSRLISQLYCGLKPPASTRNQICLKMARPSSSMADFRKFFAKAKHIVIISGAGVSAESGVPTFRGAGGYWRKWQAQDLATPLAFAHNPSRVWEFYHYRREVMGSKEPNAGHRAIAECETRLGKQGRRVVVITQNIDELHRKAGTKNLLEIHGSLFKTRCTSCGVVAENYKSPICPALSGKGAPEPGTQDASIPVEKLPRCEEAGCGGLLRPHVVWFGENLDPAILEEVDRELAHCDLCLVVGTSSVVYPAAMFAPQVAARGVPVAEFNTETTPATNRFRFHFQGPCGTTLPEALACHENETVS
The depositor's hits bear a star; u = inconclusive; x = no result given.

Values in the order: LGR2 antag	CASP6 VEID inh	EWS-Fli inh	ARNT TACC3 PPI	PAX8 reporter	DENV2 CPE	SIRT5 inh
COc1cccc(NC(C)=[N+](C)CCNS(=O)(=O)c2ccc(Cl)cc2)c1
    -20	-2	2	0	-11	-2	7
O=C(CCCC(=O)N(CC(=O)NC1CCCCC1)c1ccc(F)cc1)Nc1ccccn1
    -2	0	2	4	11	13	-4
COC(=O)c1cc2ccsc2n1Cc1nc(-c2cccc(Cl)c2)oc1C
    1	0	1	-19	-9	0	x
FC(F)(F)c1nnc2n1N=C(c1ccccc1)CS2
    6	-3	0	-14	-5	3	2
CCOc1ccccc1NC(=O)CN1c2cccc3cccc(c23)S1(=O)=O
    7	5	-19	1	10	1	19*
CN(Cc1ccccc1)CC(O)COc1ccc(CNCc2cccnc2)cc1 (configuration not stated)
    0	-22	15	-2	14	-10	-1
Cc1nn(-c2ccccc2)c2nc(C(Cl)(Cl)Cl)[nH]c(=O)c12
    0	-1	15	3	0	7	3
NC(=O)CC(NC(=O)c1cccc(Br)c1)c1ccc(N2CCC(N3CCCC3)CC2)c([N+](=O)[O-])c1 (configuration not stated)
    -3	-20	-4	-1	-12	-4	x
CCOC(=O)C1=C(N)OC(C)=C(C#N)C1c1ccco1 (configuration not stated)
    -5	-4	17	-24	52	u	-3
CC(C)CN(C(=O)COC(=O)c1ccc([N+](=O)[O-])s1)c1c(N)n(Cc2ccccc2)c(=O)[nH]c1=O
    2	82*	-3	-1	-2	x	0

Values in the order: LGR2 antag	CASP6 VEID inh	EWS-Fli inh	ARNT TACC3 PPI	PAX8 reporter	DENV2 CPE	SIRT5 inh
CC(CCc1ccccc1)NC(=O)c1cncc(Br)c1 (configuration not stated)
    -33	1	x	-4	x	x	3
CCC1([N+](=O)[O-])COC(c2ccc(OC)cc2)OC1 (configuration not stated)
    -4	-7	-8	-77	-22	8	x
O=C(CSc1ccc2nnc(-c3ccncc3)n2n1)Nc1ccc2c(c1)OCO2
    0	2	6	-3	-12	13	-2
NC(=O)C1CCN(C(=O)c2cn(-c3ccccc3)nc2-c2cccnc2)CC1
    -2	0	-2	-3	9	-3	-6
C[C@@H]1CN([C@H](C)CO)C(=O)c2cccc(NC(=O)c3cnccn3)c2O[C@H]1CN(C)C
    -2	-1	-7	0	-12	4	-3
Cc1ccc(-c2cccc(=O)o2)cc1
    -8	-1	-31	x	-35	1	-3
COc1cc(NC(=O)[C@@H](NC(=O)c2ccco2)C(C)C)c(OC)cc1NC(=O)c1ccccc1
    0	2	-11	1	28	-5	-5
CC(CC(=O)Nc1cccc(F)c1)S(=O)(=O)c1ccc2c(c1)NC(=O)CO2 (configuration not stated)
    5	3	-15	x	-12	6	-4
CCOC(=O)C1(CCOc2ccccc2)CCN(Cc2ccc(O)cc2)CC1
    6	-2	10	-12	-11	u	2
Cc1ccc(S(=O)(=O)Nc2ccccc2CNc2c(C)n(C)n(-c3ccccc3)c2=O)cc1
    1	-1	0	5	x	2	-2

Values in the order: LGR2 antag	CASP6 VEID inh	EWS-Fli inh	ARNT TACC3 PPI	PAX8 reporter	DENV2 CPE	SIRT5 inh
O=C(c1cccc(F)c1)N1CC(=O)N2[C@H](C1)[C@H](c1ccc(C3=CCCC3)cc1)[C@@H]2CO
    -27	3	2	x	3	u	1
CCN1CCCCC(=N/O)/C(=N/O)CCCC1
    3	0	-3	-29	-10	-3	18*
COc1cccc2c1C1(O)C2CCCCCCCCCC12OCCCO2 (configuration not stated)
    17	-4	-6	0	13	-8	-3
N#CC1(NC(=O)CN2C(=O)NC(Cc3c[nH]c4ccccc34)C2=O)CCCCC1 (configuration not stated)
    0	1	-8	-1	-4	-8	-2
C[C@@H]1CCCCO[C@H](CN(C)C(=O)Cc2ccccc2)[C@@H](C)CN([C@H](C)CO)C(=O)c2cc(NC(=O)NC3CCCCC3)ccc2O1
    16	x	2	-3	0	-1	x
CCCCCc1ccc(-c2ccc(/C=C/C(=O)O)cc2)nc1
    -2	x	x	0	-76	x	x
CC(C)NC(=O)N(C)C[C@H]1OCCCC[C@@H](C)Oc2ccc(NS(=O)(=O)c3ccc(F)cc3)cc2C(=O)N([C@H](C)CO)C[C@@H]1C
    6	-4	-1	3	-13	x	-3
C[C@@H]1CN([C@@H](C)CO)C(=O)c2cc(NS(=O)(=O)c3cn(C)cn3)ccc2O[C@@H]1CN(C)Cc1ccc(Oc2ccccc2)cc1
    41	-1	1	0	x	1	-4
CN(CC(=O)Nc1ccc(F)cc1)C(=O)COC(=O)CSc1ccc(F)cc1
    11	5	-1	-6	-18	-4	4
COc1ccc(CCNc2nc(C)nc3c2nnn3Cc2ccccc2)cc1OC
    -4	-2	14	-4	8	-5	-2

Values in the order: LGR2 antag	CASP6 VEID inh	EWS-Fli inh	ARNT TACC3 PPI	PAX8 reporter	DENV2 CPE	SIRT5 inh
O=S(=O)(c1ccccc1)N1CC2(C1)[C@H](c1ccccc1)[C@H](CO)N2CC1CC1
    4	2	20	x	x	-7	6
CC(=O)Nc1ccc(NC(=O)C(C)Oc2ccc(C)nc2[N+](=O)[O-])cc1 (configuration not stated)
    -21	-1	-2	x	-2	-1	1
COCC(=O)N(C)C[C@H]1Oc2cc(C#CC3CC3)ccc2S(=O)(=O)N([C@@H](C)CO)C[C@@H]1C
    11	0	-18	-2	x	14	1
COc1ccc(NS(=O)(=O)c2ccc(O)c([N+](=O)[O-])c2)cc1S(=O)(=O)N1CCCCC1
    9	-4	-3	-4	13	11	x
NC(c1ccccc1)c1cccs1 (configuration not stated)
    12	-1	-7	x	-31	-2	1
O=C(O)c1ccc(Oc2c(C(F)(F)F)oc3cc(O)ccc3c2=O)cc1
    -15	2	10	-7	-14	-4	-1
O=C(NCC[C@H]1CC[C@@H](NC(=O)c2ccccc2F)[C@@H](CO)O1)c1cnccn1
    -18	-2	4	3	0	-2	1
CC(C)Nc1nc(-c2cccnc2)nc(-c2ccccc2)c1C#N
    -14	-4	2	3	-2	-3	-3
O=C(CSC1=NS(=O)(=O)c2cc(Cl)ccc2N1)NCc1ccccc1
    5	5	6	2	-5	4	-1
CC1CCCC(C)N1C(=O)COC(=O)c1cccs1 (configuration not stated)
    2	0	-5	0	-12	7	-4

Values in the order: LGR2 antag	CASP6 VEID inh	EWS-Fli inh	ARNT TACC3 PPI	PAX8 reporter	DENV2 CPE	SIRT5 inh
CC(Sc1nnc(C2CC2)n1C1CC1)C(=O)NC1(C#N)CCCCC1 (configuration not stated)
    13	-4	1	1	5	2	-24
CN(CC(=O)Nc1ccc(Cl)c(C(F)(F)F)c1)C(=O)c1ccc2c(c1)NC(=O)CS2
    7	6	-2	6	-5	-6	4
Cc1cccc(C(=O)NCCc2nnc(SCC(=O)Nc3cccc(C(=O)O)c3)n2C)c1
    -3	-8	-1	9	1	-3	-3
CCN1CCc2nc3sc(C(=O)N4CCc5ccccc5C4)c(N)c3cc2C1
    -8	-6	7	2	-32	-4	0
CCC(C(=O)NCCc1ccc(OC)c(OC)c1)n1nc(C)n2c(cc3occc32)c1=O (configuration not stated)
    -9	-7	-7	-2	6	2	1
C[C@H](CO)N1C[C@H](C)[C@@H](CN(C)C(=O)Nc2cccc(Cl)c2Cl)OCc2ccccc2-c2ccccc2C1=O
    9	1	12	x	5	3	4
O=C(CCC1CCCN(C(=O)CCN2CCCCC2=O)C1)NCc1ccccc1F (configuration not stated)
    -18	-1	-6	-4	-25	-6	11
CC(C)c1ccc(C2(C)NC(=O)N(C(C)C(=O)Nc3ccc(N4CCOCC4)cc3)C2=O)cc1 (configuration not stated)
    -6	-3	-1	1	0	-1	-2
COCCn1nnnc1C(c1cc2cc(OC)c(OC)cc2[nH]c1=O)N1CCN(c2ccc(O)cc2)CC1 (configuration not stated)
    13	6	-4	13	-8	2	1
CCOc1ccc(NC(=O)CSc2nnc(CNC(=O)c3ccco3)o2)cc1
    -8	-1	-10	8	-11	1	-4

Values in the order: LGR2 antag	CASP6 VEID inh	EWS-Fli inh	ARNT TACC3 PPI	PAX8 reporter	DENV2 CPE	SIRT5 inh
Cc1cc2nc(-c3cccnc3SCC(=O)NC3CC3)[nH]c2cc1C
    -56	-3	-86	x	-70	-5	1
C[C@H](CO)N1C[C@H](C)[C@H](CN(C)C(=O)Nc2ccc(C(F)(F)F)cc2)Oc2ccc(N(C)C)cc2CC1=O
    -16	-3	0	-5	28	-9	2
COc1cccc(Oc2ncnc(N)c2[N+](=O)[O-])c1
    -2	-5	15	-12	20	-6	-5
C[C@H]1CN([C@@H](C)CO)C(=O)Cc2cc(NS(=O)(=O)c3cn(C)cn3)ccc2O[C@H]1CN(C)S(=O)(=O)c1ccccc1
    -8	0	2	-11	-3	7	-1
COc1ccccc1C(O)(c1ccccc1)C(CN1CCOCC1)c1ccccc1 (configuration not stated)
    x	3	11	-4	-2	6	0
CCOC(=O)[C@@H]1[C@H]2COc3ccccc3[C@@H]2N2C(=O)N(c3ccc(Cl)cc3)C(=O)[C@]12C
    1	2	6	0	8	x	0
O=S(=O)(c1ccccc1F)N1CCN(c2nc(-c3cccnc3)nc3ccccc23)CC1
    x	-3	6	-3	24	8	-5

Reformatted tab-delimited: 2 of the compounds above.
Structure	LGR2 antag	CASP6 VEID inh	EWS-Fli inh	ARNT TACC3 PPI	PAX8 reporter	DENV2 CPE	SIRT5 inh
CCN1CCc2nc3sc(C(=O)N4CCc5ccccc5C4)c(N)c3cc2C1	-8	-6	7	2	-32	-4	0
CCOC(=O)C1(CCOc2ccccc2)CCN(Cc2ccc(O)cc2)CC1	6	-2	10	-12	-11	u	2

Compounds from the list above that contain a Cl atom, in the order listed:
Values in the order: LGR2 antag	CASP6 VEID inh	EWS-Fli inh	ARNT TACC3 PPI	PAX8 reporter	DENV2 CPE	SIRT5 inh
COc1cccc(NC(C)=[N+](C)CCNS(=O)(=O)c2ccc(Cl)cc2)c1
    -20	-2	2	0	-11	-2	7
COC(=O)c1cc2ccsc2n1Cc1nc(-c2cccc(Cl)c2)oc1C
    1	0	1	-19	-9	0	x
Cc1nn(-c2ccccc2)c2nc(C(Cl)(Cl)Cl)[nH]c(=O)c12
    0	-1	15	3	0	7	3
O=C(CSC1=NS(=O)(=O)c2cc(Cl)ccc2N1)NCc1ccccc1
    5	5	6	2	-5	4	-1
CN(CC(=O)Nc1ccc(Cl)c(C(F)(F)F)c1)C(=O)c1ccc2c(c1)NC(=O)CS2
    7	6	-2	6	-5	-6	4
C[C@H](CO)N1C[C@H](C)[C@@H](CN(C)C(=O)Nc2cccc(Cl)c2Cl)OCc2ccccc2-c2ccccc2C1=O
    9	1	12	x	5	3	4
CCOC(=O)[C@@H]1[C@H]2COc3ccccc3[C@@H]2N2C(=O)N(c3ccc(Cl)cc3)C(=O)[C@]12C
    1	2	6	0	8	x	0
